Bioassay records as filed in PubChem BioAssay.
RmlCD inh 1536: M. tuberculosis RmlC/RmlD inhibition | P9WH09+P9WH11 | RmlC+RmlD coupled enzyme assay, percent inhibition; primary screen in compound mixtures | inhibition, % at 3.6 µM | actives 0.03% (n = 160,000) | AID 1533; in the data active means inhibition mostly above about 34%, no sharp cut-off; further: some results filed as inactive read as strong as hits
Target sequence (P9WH09 whole entry, looked up): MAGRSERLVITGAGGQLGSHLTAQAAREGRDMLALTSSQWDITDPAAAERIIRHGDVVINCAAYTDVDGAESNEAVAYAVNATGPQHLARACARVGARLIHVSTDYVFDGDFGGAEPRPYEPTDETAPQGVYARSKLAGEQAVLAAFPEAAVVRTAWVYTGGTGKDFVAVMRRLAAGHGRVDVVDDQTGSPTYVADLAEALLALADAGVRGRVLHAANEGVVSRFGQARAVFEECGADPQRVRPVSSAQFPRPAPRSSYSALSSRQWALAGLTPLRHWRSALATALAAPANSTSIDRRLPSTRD
Target sequence (P9WH11 whole entry, looked up): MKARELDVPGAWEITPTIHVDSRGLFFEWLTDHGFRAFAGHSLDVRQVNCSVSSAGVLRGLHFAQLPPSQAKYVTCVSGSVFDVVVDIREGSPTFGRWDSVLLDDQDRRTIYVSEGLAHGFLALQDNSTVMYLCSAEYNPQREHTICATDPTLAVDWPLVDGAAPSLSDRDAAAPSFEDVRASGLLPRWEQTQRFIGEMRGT
M. tuberculosis GlmU: inhibition of mycobacterial GlmU enzyme – biochemical, glucosamine-1-phosphate acetyltransferase (AID 1376); actives 0.25% (n = 220,000); inhibition, %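 (tested at 30 µM in the primary screen)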, or IC50 in µM where a hit was titrated; M. tuberculosis GlmU acetyltransferase enzyme assay; higher % means a stronger effect; in the data active means inhibition above about 13%;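 further: 0% = complete reaction with vehicle and 100% = reaction without substrate; strong numbers were not always called active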
Numbers without * were called inactive; . = no result given. Some of the compounds tested. The share of hits here may be higher or lower than overall.

SMILES | RmlCD inh 1536 | M. tuberculosis GlmU
Nc1c([N+](=O)[O-])cnnc1-c1ccccc1 | . | 2.6%
c1cnn(-c2nc(N3CCOCC3)nc(N3CCOCC3)n2)c1 | 3.3 | 2.6%
COc1ccc(/C=N/NC(=O)C(=O)Nc2ccccn2)cc1OC | 12.3 | 0.3%
c1ccc(OCc2nc3c4c(ncn3n2)-c2ccccc2CC42CCCC2)cc1 | . | 0.2%
CON/C=C(\C=Nc1ccc(F)cc1)c1ncc(C(F)(F)F)cc1Cl | -5.2 | -2.2%
CC(NC(=O)c1ccc(NS(C)(=O)=O)cc1)c1ccccc1 (stereo unspecified) | 6.6 | -0.2%
Cc1ccc(C(=O)Nc2ncc3c(Cl)cccc3n2)cc1 | 8.1 | -7.8%
O=C(CSc1nnc(NC(=O)C2CCC2)s1)Nc1ccc(N2CCOCC2)cc1 | -5.0 | 0.3%
COc1ccc(N2CC(O)=C(c3nc4ccccc4s3)C2=N)cc1 | 1.5 | 1.8%
O=C(NCCC1=CCCCC1)C1CCN(S(=O)(=O)c2cnc[nH]2)CC1 | . | 2.5%
CC(=O)N/C(=C/c1ccccc1)C(=O)NCCO | -3.8 | 7.0%
N=c1c2c(-c3ccccc3)c(-c3ccccc3)n(Cc3ccco3)c2ncn1CCCN1CCOCC1 | -11.7 | -3.1%
O=C(CCSCCC(=O)NCc1ccco1)NCc1ccco1 | -8.5 | -5.5%
C=CCn1c(O)c(C(=O)CCCCCC)c(=O)[nH]c1=O | -5.3 | -4.2%
CCC(OC(=O)c1cccs1)C(=O)NCc1ccc(C)cc1 (stereo unspecified) | 5.5 | 5.5%
CCOC(=O)c1cc(-c2ccc(OC(F)F)cc2)nc2c1c(=O)[nH]c(=O)n2C | 24.1 | -4.2%
Cc1nnc(SCCn2c(N(C)Cc3ccccc3)nc3c2c(=O)n(C)c(=O)n3C)s1 | . | 2.9%
COc1ccc(OC)c(N/C=C2/CCCCC2=O)c1 | . | 1.2%
CCOc1ccccc1NC(=O)CCN(c1ccc(C)cc1)S(=O)(=O)c1ccccc1 | 7.5 | -1.5%
COc1ccc(C2CC(O)(c3ccccc3)Oc3cc(OC)ccc32)cc1 (stereo unspecified) | -7.9 | 6.1%
O=C(COc1ccccc1Cl)N(Cc1ccco1)C1CCS(=O)(=O)C1 (stereo unspecified) | . | 3.7%
Cc1ccc(S(=O)(=O)N2CCN(C(=O)N(C)C)CC2)cc1C | 12.2 | -1.6%
CSc1ncccc1C(=O)OCC(=O)NC(C)(C)C | 6.1 | -0.2%
O=c1c2ccc(Cl)cc2[nH]c(=S)n1-c1cccnc1 | 8.1 | -5.6%
C[C@]12C=CC(=O)C=C1CC[C@H]1[C@@H]3C[C@@H](O)[C@](O)(C(=O)CO)[C@@]3(C)C[C@H](O)[C@@]12F | . | 5.8%
N/C(=N\OC(=O)c1ccc(Br)o1)c1ccccn1 | 0.3 | -2.6%
Cc1cc(C)cc(N2CC(C(=O)O)CC2=O)c1 (stereo unspecified) | . | -1.1%
Cc1ncc(CO)c2cc(C(N)=O)c(=Nc3ccccc3)oc12 | 1.9 | 4.7%
O=C1CCCC(=O)N1c1ccc(O)cc1 | -8.8 | -3.9%
CC(=O)Oc1ccc(C(=O)Nc2cc(NC(=O)c3ccc(OC(C)=O)cc3)cc(C(=O)NC(C)(C)C)c2)cc1 | -7.2 | 0.6%
Cc1ncc([N+](=O)[O-])n1CCOC(=O)Nc1ccc([N+](=O)[O-])cc1 | 22.3 | -8.2%
C=C(C)C1CC=C(C)/C(=N/NC(=O)c2cccc([N+](=O)[O-])c2)C1 (stereo unspecified) | 11.8 | 4.8%
CCc1nnc(N/N=C/c2c(C)[nH]c3ccccc23)n1N | -2.6 | 1.5%
N#C/C(=C(/O)COC(=O)CCCNC(=O)c1ccc(Cl)cc1)c1nc2ccccc2[nH]1 | -9.4 | 5.2%
CCCc1ccc(OCC(=O)Nc2cc(S(=O)(=O)CC)ccc2O)cc1 | -4.8 | 6.5%
Cc1ccc(-n2c(C)cc(C(=O)COC(=O)C3=NNC(=O)CC3)c2C)cc1 | 8.4 | 0.7%
CC(=O)Nc1ccc(C2NC(=S)N(c3ccccc3C(F)(F)F)C(C)=C2C(=O)N2CCOCC2)cc1 (stereo unspecified) | 1.2 | -1.8%
CC1(C)NC(C)(C)c2nonc2/C1=N\O | -2.0 | 1.3%
O=C(c1ccccc1)N1N=C(c2ccccc2)CC1c1ccccc1O (stereo unspecified) | -11.9 | 1.2%
O=C(CC1Oc2ccccc2NC1=O)NC1CC1 (stereo unspecified) | -6.7 | .
CC(Oc1ccccc1)C(=O)Nc1cccc(F)c1 (stereo unspecified) | 17.4 | 3.4%
CC(=O)NC(=S)Nc1cccc([N+](=O)[O-])c1 | . | 2.3%
CCOC(=O)c1cn2nc(Oc3ccc(C(=O)OC)cc3)ccc2n1 | 1.4 | 3.4%
COc1ccc(CNC(=O)CSc2nnc(Cn3nnc4ccccc43)n2C)cc1 | . | 0.6%
O=C(Nc1ccc2c(c1)OCCO2)c1cc2ccccc2o1 | 14.2 | 1.6%
Cc1ccccc1-n1c(Cn2c(=O)sc3ccccc32)nnc1SCC(=O)NCC1CCCO1 (stereo unspecified) | -2.9 | 1.6%
CC(C)N(Cc1nc(-c2ccccc2)no1)C(=O)Cc1ccccc1 | 2.3 | -3.1%
CCCCSCCCNC(=O)CS(=O)Cc1nc(-c2cccc(C)c2)oc1C (stereo unspecified) | -5.7 | 6.2%
CC(C)NC(=O)C1CCCN(S(=O)(=O)c2ccc(-n3cnnn3)cc2)C1 (stereo unspecified) | . | 2.1%
COc1ccc(C2(C(=O)NCc3ccccc3Cl)CCOCC2)cc1OC | 4.7 | 6.3%
The listing continues:
SMILES | RmlCD inh 1536 | M. tuberculosis GlmU
CSC1=C(C#N)C(c2ccccc2Cl)C(C(C)=O)=C(C)N1 (stereo unspecified) | . | 4.3%
CCCCc1ccc(S(=O)(=O)NNC(=S)NCc2ccco2)cc1 | -10.2 | 2.0%
COC(=O)C(NC=O)C(O)(Cc1ccccc1)C(F)(F)F (stereo unspecified) | . | -1.4%
O=C(Nc1ccc(F)cc1)C(c1ccccc1)N1CCN(S(=O)(=O)c2ccccc2)CC1 (stereo unspecified) | 7.5 | 4.3%
CC1CCCN(CCC(=O)Nc2ccc3c(c2)CCC3)C1 (stereo unspecified) | . | -2.9%
CC1CCN(C(=O)C2CCN(S(=O)(=O)c3cnc[nH]3)CC2)CC1 | . | 1.9%
Cc1sc2nc(SCC(=O)NCCO)n(C)c(=O)c2c1C | . | 3.1%
O=C(Nc1ccccc1C(=O)O)c1cc(S(=O)(=O)N2CCOCC2)cs1 | -5.3 | 7.0%
Cc1c(C(=O)Nc2ccccc2)cn2c(nc3ccccc32)c1C#N | . | -1.5%
Cc1cc(C)c2nc(SCCc3ccccc3)nc(C)c2c1 | 2.4 | 6.1%
O=C(NCC1CCCO1)C1CCCN1C(=O)NC1CCCCC1 (stereo unspecified) | . | -2.4%
Cn1c(Cn2c(=O)sc3ccccc32)nnc1SCC(=O)NCc1ccccc1 | 0.6 | -2.2%
COc1ccc2c(C)c(Cl)c(=O)oc2c1 | -9.6 | 4.8%
COc1ccc(OC)c(/C(O)=C/C(=O)C(=O)Nc2cc(C)cc(C)c2)c1 | 3.8 | 0.7%
COc1ccc(CCNC(=O)C2CCN(C(=O)c3ccc([N+](=O)[O-])cc3)CC2)cc1 | -6.3 | 3.3%
COC(=O)c1ccc(C(=O)OC)c(NC(=S)N2CCN(c3cccc(Cl)c3)CC2)c1 | -12.0 | 6.3%
CCOc1ccc(N(CC(=O)Nc2ccccc2C(=O)NC(C)CC)S(C)(=O)=O)cc1 (stereo unspecified) | -8.3 | -5.3%
COc1ccc(C)cc1S(=O)(=O)N(C)CC(=O)N1CCC(C(N)=O)CC1 | . | 6.6%
O=C(c1ccc(CS(=O)(=O)c2c(Cl)cccc2Cl)o1)N1CCN(c2ccccn2)CC1 | . | 0.4%
COc1cccc(OCC(=O)O/N=C(\N)c2ccc(OC)c(OC)c2)c1 | 5.8 | 1.7%

One compound at a time, as listed above.
COc1ccc(CCNC(=O)C2CCN(C(=O)c3ccc([N+](=O)[O-])cc3)CC2)cc1 reads RmlCD inh 1536 = -6.3; M. tuberculosis GlmU = 3.3%
COc1cccc(OCC(=O)O/N=C(\N)c2ccc(OC)c(OC)c2)c1 reads RmlCD inh 1536 = 5.8; M. tuberculosis GlmU = 1.7%

Going on with the list:
SMILES | RmlCD inh 1536 | M. tuberculosis GlmU
CN(CC(=O)N1CCN(c2ccccc2)CC1)S(=O)(=O)c1cnc[nH]1 | 17.6 | -3.0%
O=C(NC(=O)c1cccc(F)c1)Nc1nc(-c2ccc(F)cc2)cc(C(F)(F)F)n1 | -7.3 | 3.6%
Cc1ccc(/C=N/NC(=O)c2c[nH]c3ccccc23)o1 | . | -0.8%
O=C1[C@@H]2[C@H](Cc3ccc(O)cc3)N[C@]3(C(=O)Nc4ccccc43)[C@@H]2C(=O)N1c1ccc(F)cc1 | . | -3.6%
Cc1cc(=O)n(C)c(=O)n1CCCCCOc1cccc([N+](=O)[O-])c1 | . | -5.2%
O=C(CCC(=O)OCc1cccc([N+](=O)[O-])c1)Nc1ccccc1Cl | -5.2 | -2.4%
CC(C)(C)NC(=O)C(c1ccncc1)N(C(=O)c1csnn1)c1ccccc1 (stereo unspecified) | 5.0 | 3.2%
COc1cccc(-n2ccnc2SCC(=O)Nc2ccccc2)c1 | 11.8 | 2.2%
COc1ccc(S(=O)(=O)N/N=C\c2ccc(OC)c(COc3ccc(C)cc3[N+](=O)[O-])c2)cc1 | . | 3.3%
O=C(NCc1n[nH]c(=S)n1-c1ccc(Cl)c(Cl)c1)c1cccs1 | -15.2 | 9.4%
CC1SC(C)C(=O)N(CC(=O)Nc2ccc([N+](=O)[O-])cc2)C1=O (stereo unspecified) | -9.2 | -0.1%
CCc1ccc(C2CC(c3cccc(Cl)c3)n3nc(N)nc3N2)cc1 (stereo unspecified) | -5.1 | -4.2%
CC(=O)c1c(C)[nH]c(C(=O)OCCCCN2C(=O)c3ccccc3C2=O)c1C | -7.6 | -4.8%
CN(C)CCCn1c(N)c(C#N)c2nc(C#N)c(C#N)nc21 | . | -5.3%
CS(=O)(=O)N(CC(=O)N1CCOCC1)Cc1ccccc1 | 0.8 | 4.4%
CCC(C)NC(=O)c1cn(CC)c2cc(N3CCN(C)CC3)c(F)cc2c1=O (stereo unspecified) | . | -3.6%
O=C1c2ccccc2S(=O)(=O)N1Cc1nnc(-c2ccccc2Br)o1 | . | -3.5%
COCCNC(=O)c1c(N)n(CCC2=CCCCC2)c2nc3ccccc3nc12 | 38.7 | 5.6%
CC(=O)c1ccc(OCCCC(=O)N2CCN(S(=O)(=O)c3cccs3)CC2)cc1 | 0.0 | -1.2%
CC(=O)c1cc(F)c(N2CCN(c3ccc([N+](=O)[O-])cc3F)CC2)cc1C | -4.8 | 1.4%
CCOC(=O)c1oc2cc(C)cc(C)c2c1C | 6.0 | -4.8%
C(=N\Nc1nc2ccccc2s1)/c1ccco1 | -3.7 | 2.2%
Cc1csc(NC(=O)[C@@H](NC(=O)c2ccccc2)C(C)C)n1 | . | -4.6%
CCOc1ccc2[nH]c(=O)c(CN(CC3COCCO3)C(=O)c3ccco3)cc2c1 (stereo unspecified) | . | 1.8%
O=C(CSc1ncn[nH]1)Nc1ccc(Cl)c(S(=O)(=O)N2CCOCC2)c1 | 2.1 | 0.4%
C=CCNC(=O)c1cc(C(=O)C(C)c2ncc(C(F)(F)F)cc2Cl)c[nH]1 (stereo unspecified) | -11.4 | -0.1%
CC(=O)c1ccc(Nc2ccc(-c3ccccc3C)nn2)cc1 | 4.5 | -0.2%
Fc1ccc(CNC(=S)Nc2ccc(Cl)cc2)cc1 | . | 7.2%
COc1ccc(CCc2nc(-c3ccc(-n4cccc4)cc3)no2)cc1 | -5.7 | 6.0%
CC(C)NC(=O)CSc1nc2ccccc2c(=O)n1CCCOC(C)C | . | 2.6%
C=CCc1cccc2cc(C(=O)NC(C)(C)C)c(=O)oc12 | 10.2 | 5.3%
CCCCS(=O)(=O)NC1=NCN(CCOC(=O)c2ccccc2)CN1 | . | -0.6%
Cc1ccc(S(=O)(=O)NCCC(c2ccc(F)cc2)c2ccco2)cc1 (stereo unspecified) | 6.5 | 5.0%
CCOC(=O)C1=C(C)N(CCCC(=O)O)C(=O)NC1c1cccc(OC)c1 (stereo unspecified) | . | -0.8%
COc1ccc(CCNC(=O)CSc2nnc(CNC(=O)c3ccccc3F)o2)cc1OC | 10.9 | 3.0%
CC(C)c1ccc(/C=C(\NC(=O)c2ccccc2)C(=O)NCCCN2CCOCC2)cc1 | 36.6 | 0.5%
O=C(Cc1c(O)c2ccccc2[nH]c1=O)N(Cc1ccccc1)Cc1ccccc1 | . | 35.0%*
COC(=O)c1ccc(-c2noc(CN(C)CCC3CCCCO3)n2)cc1 (stereo unspecified) | . | 4.9%
CC(=O)Nc1ccc(Nc2nc(C)nc3c2oc2ccccc23)cc1 | . | -0.4%
COc1ccc(NC(=O)CCNS(=O)(=O)c2ccc3c(c2)CCC(=O)N3)cc1 | -4.3 | 5.8%
CCCCOC(=O)c1cc(=O)[nH]c(=O)[nH]1 | -4.9 | 1.4%

By substructure: the entries above with a cyano group.
SMILES | RmlCD inh 1536 | M. tuberculosis GlmU
N#C/C(=C(/O)COC(=O)CCCNC(=O)c1ccc(Cl)cc1)c1nc2ccccc2[nH]1 | -9.4 | 5.2%
CSC1=C(C#N)C(c2ccccc2Cl)C(C(C)=O)=C(C)N1 (stereo unspecified) | . | 4.3%
Cc1c(C(=O)Nc2ccccc2)cn2c(nc3ccccc32)c1C#N | . | -1.5%
CN(C)CCCn1c(N)c(C#N)c2nc(C#N)c(C#N)nc21 | . | -5.3%
